DAGLB inh: diacylglycerol lipase beta (human) inhibition | AID 504411 | inhibition, % at 5.17 µM | 0.059% of 340,000 active | HEK293T DAGLB membrane lysate, EnzChek fluorogenic substrate; in the data active means inhibition above about 34%;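 further: 0% = enzyme with vehicle and 100% = wells lacking enzyme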
HTR5A inv ag: HTR5A inverse agonism, opioid heterodimer counter-screen; HTR5A cell line, luminescence; AID 504634; P47898; inhibition, % at 9.3 µM; 0.083% of 340,000 active; in the data active means inhibition mostly above about 23%, no sharp cut-off; inactive means mostly below about 18%;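 further: 0% = cells with DMSO and 100% = no-cell wells with DMSO; some compounds called inactive have numbers as strong as hits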
Target sequence (P47898 whole entry, looked up): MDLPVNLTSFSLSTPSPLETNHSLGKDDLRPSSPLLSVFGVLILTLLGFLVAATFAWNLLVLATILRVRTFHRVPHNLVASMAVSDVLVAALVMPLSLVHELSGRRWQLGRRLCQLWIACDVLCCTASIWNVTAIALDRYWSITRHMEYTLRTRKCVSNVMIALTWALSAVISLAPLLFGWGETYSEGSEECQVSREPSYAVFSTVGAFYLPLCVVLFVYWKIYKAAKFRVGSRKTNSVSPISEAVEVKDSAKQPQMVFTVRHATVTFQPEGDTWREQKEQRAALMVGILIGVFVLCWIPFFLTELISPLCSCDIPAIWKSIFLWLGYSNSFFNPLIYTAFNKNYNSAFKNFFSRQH
PKA-R1A act: activates the PKA-R1A holoenzyme complex; 0.083% of 340,000 active; P00514+P68181; PKA-R1A dissociation, Cy5-IP20 fluorescence polarization; scaled: DMSO 0%, 113 µM cGMP 100%; activation, % at 11.4 µM;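 active means percent activation above the mean of all tested compounds plus 3 SD, cut at about 19% in these data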;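 further: higher means more PKAc released from R1A so a rise in polarization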
CDK5 p35 inh: blocks human CDK5/p35 kinase activity. Q00535+Q15078. Recombinant CDK5/p35, ADP-Glo luminescence, 60 min. inhibition, % at 10 µM. 0.01% of 330,000 active. AID 488839;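 active means highest replicate inhibition of at least 50% and at least 75% of replicates reaching 50%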;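 further: plate controls were DMSO neutral control for no effect and GW8510 at 10 µM for full effect; many of its hits are not listed in these tables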
AddAB inh: less growth of phage-infected E. coli with AddAB; 0.29% of 330,000 active; inhibition, % at 11.9 µM; E. coli expressing H. pylori AddAB, absorbance growth; AID 435030; in the data active means inhibition above about 12%;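 further: 0% = vehicle wells of infected cells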
Tat export inh: inhibitors of E. coli Tat protein transport | E. coli MC4100 TorA-mCherry Tat export, fluorescence | inhibition, % at 10 µM | 0.036% of 340,000 active;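 active means mean replicate inhibition at least 50% and at least half of replicates individually reaching 50%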;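 further: exported cargo escapes ClpAP degradation while cytoplasmic cargo is degraded and loses fluorescence; 0% = median of neutral control wells and 100% = median of NaSCN control wells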
HTR5A ag ctr: activates human HTR5A in OPRM1-OPRD1 agonist counter-screen; activation, % at 9.3 µM; HTR5A agonist assay, luminescence, cell-based; 0.61% of 340,000 active; in the data active means activation mostly above about 9.5%, no sharp cut-off; inactive means mostly below about 7.6%;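 further: 0% = cells with vehicle only and 100% = reference agonist; strong numbers were not always called active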
PKA-R2B activ: activators of human PKA-R2B complex; 0.079% of 340,000 active; PKA-R2B holoenzyme dissociation, Cy5-IP20 fluorescence polarization; R2B truncated from residue 108, S112A mutant; 0% DMSO only, 100% 113 µM cGMP; activation, % at 11.4 µM; P22694+P31323; AID 504700;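 active means activation above a cutoff set at the mean over all compounds plus 3 SD, cut at about 18% in these data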;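 further: higher means more holoenzyme dissociation and a rise in polarization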
Target sequence (P31323 whole entry, looked up, other chains not shown, the tested form may be a part): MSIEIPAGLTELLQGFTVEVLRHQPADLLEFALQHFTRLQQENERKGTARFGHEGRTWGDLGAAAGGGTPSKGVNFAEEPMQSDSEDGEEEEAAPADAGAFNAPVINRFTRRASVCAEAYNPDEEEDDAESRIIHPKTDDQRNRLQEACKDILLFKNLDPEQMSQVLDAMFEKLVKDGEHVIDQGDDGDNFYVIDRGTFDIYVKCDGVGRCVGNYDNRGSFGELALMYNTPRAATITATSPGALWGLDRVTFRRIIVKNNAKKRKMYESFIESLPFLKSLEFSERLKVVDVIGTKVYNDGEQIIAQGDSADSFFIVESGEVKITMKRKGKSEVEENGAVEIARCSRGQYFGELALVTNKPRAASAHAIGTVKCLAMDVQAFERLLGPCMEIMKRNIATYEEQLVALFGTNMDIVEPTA
SUMO Mot1 rescue: blocks SUMOylation pathway, rescuing yeast Mot1-301 growth | 1% of 320,000 active | S. cerevisiae Mot1-301 growth rescue, ATP luminescence, 38.5C; percent above DMSO median, 100 means doubled | growth rescue, % at 18.8 µM;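 active means every valid replicate shows activation above 250% relative to neutral control wells; inactive means the rest, any valid replicate at or below 250%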;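 further: OY570 slx delta 5 strain wells were the positive control but not used for scaling; some compounds called inactive have numbers as strong as hits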
phage Ecoli inh: E. coli growth loss with phage present | growth absorbance | inhibition, % at 11.9 µM | 0.26% of 360,000 active; in the data active means inhibition above about 11%
Ecoli viability: counter-screen for AddAB inhibitors: E. coli growth inhibition; E. coli V3065 growth, OD600 absorbance, 18 h; inhibition, % at 11.9 µM; 0.27% of 330,000 active;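 active means inhibition above the campaign's mean inhibition across all tested compounds plus 3 SD, cut at about 9.9% in these data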;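 further: uninfected addAB+ strain grown without phage in ampicillin broth; 0% = DMSO wells and 100% = ciprofloxacin 0.95 µg/ml wells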
Active calls of the source: *; i = inactive; · = not tested or not shown. No enrichment for hits; any-hit rate near 2.3%.

Sample of the layout, three compounds:
SMILES | DAGLB inh | HTR5A inv ag | PKA-R1A act | CDK5 p35 inh | AddAB inh | Tat export inh | HTR5A ag ctr | PKA-R2B activ | SUMO Mot1 rescue | phage Ecoli inh | Ecoli viability
CCOC(=O)[C@H]1[C@H]2COc3cc(OC)ccc3[C@@H]2N2C(=O)c3cc(OC)ccc3NC(=O)[C@@]12C | 0.5 | -1.5 | 1.8 | -4.2 | 0.4 | -5.3 | -0.5 | 8.7 | -11.9 | 1.8 | 0.0
COc1ccc(S(=O)(=O)N2CN3CCN(C3)C2)cc1 | -1.3 | 20.1 | -12.7 | -5.1 | -0.2 | -4.8 | -1.1 | 1.9 | 2.0 | 0.4 | 1.7
O=C(CSc1nnc(CNC(=O)c2ccco2)o1)Nc1ccc(Cl)cc1 | -4.0 | -10.3 | -1.1 | · | 3.9 | 3.7 | -2.2 | -4.6 | -14.5 | -0.5 | -0.2

All compounds of this part, from the first entry:
SMILES | DAGLB inh | HTR5A inv ag | PKA-R1A act | CDK5 p35 inh | AddAB inh | Tat export inh | HTR5A ag ctr | PKA-R2B activ | SUMO Mot1 rescue | phage Ecoli inh | Ecoli viability
CCOC(=O)[C@H]1[C@H]2COc3cc(OC)ccc3[C@@H]2N2C(=O)c3cc(OC)ccc3NC(=O)[C@@]12C | 0.5 | -1.5 | 1.8 | -4.2 | 0.4 | -5.3 | -0.5 | 8.7 | -11.9 | 1.8 | 0.0
COc1ccc(S(=O)(=O)N2CN3CCN(C3)C2)cc1 | -1.3 | 20.1 | -12.7 | -5.1 | -0.2 | -4.8 | -1.1 | 1.9 | 2.0 | 0.4 | 1.7
O=C(CSc1nnc(CNC(=O)c2ccco2)o1)Nc1ccc(Cl)cc1 | -4.0 | -10.3 | -1.1 | · | 3.9 | 3.7 | -2.2 | -4.6 | -14.5 | -0.5 | -0.2
O=C(c1ccc(S(=O)(=O)N2CCC(c3nc4ccccc4s3)CC2)cc1)N1CCCCC1 | -1.1 | 9.0 | 1.2 | 1.0 | · | -0.6 | -1.7 | 3.8 | · | 1.2 | ·
O=C1CC(C2CCCO2)C(=O)N1c1ccc(Cl)c(Cl)c1 (stereo not drawn) | -2.1 | -15.1 | -1.6 | -2.3 | -0.7 | -6.9 | -1.2 | -1.9 | 20.1 | 1.4 | -2.1
O=C(NCC1CCCO1)c1cc2c(=O)[nH]c3ccccc3c2s1 (stereo not drawn) | 0.9 | -12.1 | 2.8 | -0.2 | 0.7 | -0.3 | 1.4 | 0.7 | -1.6 | 3.5 | 1.0
COc1ccccc1C(=O)O[C@H]1[C@H](Cc2ccccc2)NS(=O)(=O)[C@H]2C[C@@H]3C=C[C@]12O3 | 1.4 | -9.7 | 2.8 | 0.7 | -0.8 | -3.7 | 2.9 | 3.4 | 20.9 | 2.5 | -2.8
Cc1cc(C(=O)N2CCN(c3ccccc3Cl)CC2)c(C)o1 | -1.5 | -0.1 | 0.9 | 2.4 | -0.2 | 0.4 | 0.0 | 1.6 | 40.8 | 3.0 | -0.6
CCOc1ccccc1NC(=S)NCC1CCCO1 (stereo not drawn) | -1.1 | 1.4 | -4.3 | 0.0 | -2.1 | -11.5 | -0.5 | -2.8 | -2.3 | 1.5 | -2.0
O=CN1N=C(c2ccccc2)CC1c1ccccc1[N+](=O)[O-] (stereo not drawn) | -4.0 | -2.8 | -6.0 | 0.5 | 0.1 | 4.8 | 8.7 | -5.0 | -7.8 | -0.3 | -2.0
COc1cccc(S(=O)(=O)Nc2ccc(C(=O)N3CCCCCC3)cc2)c1 | -1.3 | 3.8 | -5.8 | -2.7 | 2.5 | -0.7 | 2.9 | -10.4 | 24.5 | 1.8 | 2.0
C=CCC1[C@H](C)[C@H]2[C@@H]3CC[C@@H](C3)[C@H]2CN1S(=O)(=O)c1ccc(C)cc1 (stereo partly drawn) | -22.3 | -2.5 | -2.9 | 2.4 | 1.5 | 3.0 | 0.7 | -4.1 | · | 2.0 | -1.2
O=C(NCCN1CCCCC1)/C(=C/c1ccco1)NC(=O)c1ccccc1 | -1.9 | -14.0 | -6.2 | 0.1 | 2.6 | -3.8 | 0.6 | -7.3 | -10.9 | 2.1 | -1.8
CCCCN(C)CCNC(=O)c1cc2c(=O)[nH]c3ccccc3c2n1C | 1.1 | 2.7 | 5.2 | 0.8 | -3.9 | -7.1 | -0.8 | -4.9 | 2.2 | -0.9 | -3.0
O=C(C1CC=CCC1)N1CCC(CO)(Cc2ccc(Cl)cc2)CC1 (stereo not drawn) | -0.1 | 19.0 | 9.1 | -0.9 | 1.4 | -2.2 | 0.3 | -1.4 | -0.4 | -0.2 | 1.1
CCC(Sc1nc2ccc(C)cc2[nH]1)C(=O)O (stereo not drawn) | 1.4 | -13.1 | -1.1 | 0.3 | 1.3 | -2.5 | 0.2 | 1.8 | 5.6 | -0.3 | 1.6
O=S(=O)(NCCc1ccc2c(c1)OCCO2)c1cccs1 | -0.3 | -5.6 | -4.7 | 1.3 | -1.6 | -6.2 | 8.1 | -10.3 | 14.2 | 5.4 | -3.5
N#CC1CC(c2ccc([N+](=O)[O-])cc2)=NN1c1ccc([N+](=O)[O-])cc1 (stereo not drawn) | 0.1 | 0.5 | -11.1 | 0.9 | 0.0 | 0.5 | -0.3 | -2.7 | 36.6 | 3.0 | 0.3
CC1CCCCC1NC(=S)NC(=O)c1cccs1 (stereo not drawn) | -8.4 | -25.5 | 0.3 | -1.3 | 0.3 | -11.6 | -1.3 | 6.1 | -15.9 | 3.1 | 0.3
O=C(NCc1ccc2c(c1)OCO2)C(=O)NCC1OCCN1S(=O)(=O)c1ccc(Br)cc1 (stereo not drawn) | 0.1 | -47.5 | -1.8 | -1.8 | -1.4 | 13.6 | 2.9 | -4.2 | 1.3 | 1.3 | -0.1
CC(C)c1cc(C(=O)NC2CCCc3c2cnn3-c2ccccc2F)no1 (stereo not drawn) | -2.5 | -14.1 | 2.2 | · | 1.9 | -7.1 | -0.9 | -0.7 | 21.2 | 0.6 | 1.2
CCCCn1c(N)c(N(CCOC)C(=O)c2oc3ccc(OC)cc3c2C)c(=O)[nH]c1=O | 1.8 | 12.8 | -17.9 | 2.7 | 4.5 | -9.0 | -2.5 | 4.7 | 2.7 | 2.9 | 1.4
CCOC(=O)c1sc(NC(=O)Nc2ccc(F)cc2)nc1C | -7.5 | -2.7 | -6.7 | 0.5 | 4.7 | 2.4 | 3.8 | 2.0 | -1.0 | 4.3 | 1.1
CCNc1c(NC(=O)C2CCC(C)CC2)c(=O)oc2ccccc12 (stereo not drawn) | -1.0 | -9.5 | -5.8 | -0.3 | 3.3 | -3.9 | 3.4 | 2.5 | -7.9 | 2.2 | 1.6
O=C(CN1CCCC1c1ccc2c(c1)OCCO2)NC(=O)Nc1ccccc1F (stereo not drawn) | -3.2 | -1.9 | -5.8 | -0.4 | · | -0.4 | 0.0 | -9.6 | · | 2.1 | ·
Cc1cc(/C=C2\SC(=S)NC2=O)c(C)n1C1CC1 | 10.0 | 3.9 | -0.1 | 0.4 | -0.7 | -5.6 | -5.0 | -11.9 | · | -0.3 | 0.9
CC1CCN(C(=O)Cn2c(=O)n(Cc3ccc4c(c3)OCO4)c(=O)c3ccccc32)CC1 | -1.9 | 10.4 | -7.4 | 1.3 | 2.4 | 5.9 | 3.1 | -9.9 | 189.7 | 3.0 | -2.6
C=CCOc1ccnc(-c2ccccc2)n1 | -5.0 | -4.7 | -3.2 | -0.2 | · | 2.3 | 1.3 | -1.4 | -4.0 | 1.4 | ·
O=C(Nc1ccc(N2CCCC2)cc1)c1ccccc1[N+](=O)[O-] | 5.0 | -2.6 | -5.3 | 2.1 | -0.9 | 8.4 | 0.7 | -1.8 | 21.7 | 5.3 | -0.6
O=C(O)CC(C(=O)OCC1CCCO1)N1CCOCC1 (stereo not drawn) | 2.8 | -12.5 | 5.1 | -0.7 | -0.4 | -1.3 | -1.4 | -9.7 | 11.7 | 1.4 | 1.4
CCCNC(=O)c1ccc2c(=O)c(O)c(-c3ccc(F)cc3)[nH]c2c1 | 5.5 | -5.7 | 0.5 | 1.6 | 17.8* | -6.1 | 0.8 | 9.3 | -2.4 | · | 15.4*
CCCCCCn1ccc(=N)cc1 | 0.7 | 14.6 | -3.0 | -0.8 | 3.7 | 3.5 | -5.7 | -4.8 | -2.6 | 1.4 | -0.5
Fc1ccc(NC(=S)N2CCc3ccccc32)cc1 | -2.4 | 2.6 | 3.0 | 0.5 | · | -0.1 | -0.7 | 8.3 | -8.3 | 2.0 | ·
CCOC(=O)c1sc(C)c(C(=O)NCC(C)(C)CN(C)C)c1N | 0.7 | -3.8 | -3.8 | -2.2 | 4.6 | -4.5 | 2.6 | -1.1 | -13.1 | 0.0 | 1.6
COc1cccc(NS(=O)(=O)c2cn(C)c(=O)n(C)c2=O)c1 | 1.1 | -9.4 | 5.0 | 2.3 | 0.0 | -0.9 | 1.3 | 0.9 | 20.6 | 4.1 | -2.5
CCN1C(=O)c2ccccc2Sc2ccc(C(=O)NCCCN3CCCCC3)cc21 | 0.4 | -3.3 | 8.0 | -9.5 | 1.0 | -3.3 | 2.2 | -2.2 | 128.5 | -1.7 | -0.9
C/C(=N/NC(=O)CNC(=O)CCc1ccccc1)c1ccc(Cl)cc1 | -1.8 | 9.4 | -4.6 | 2.0 | -0.6 | 1.5 | 1.7 | -4.2 | 3.6 | 1.1 | -0.5
N#CCCCCN1CCCC1 | -2.2 | 2.4 | 1.5 | 1.2 | · | 0.4 | -0.7 | 4.9 | 19.8 | 4.1 | ·
CCOC(=O)CP(=O)(c1ccccc1)c1ccccc1 | 2.6 | -32.6 | 4.4 | 0.2 | 1.7 | -9.4 | 3.5 | 7.9 | -6.5 | 2.5 | 0.3
Cc1ccc(S(=O)(=O)N2CCN(Cc3cc(C(C)(C)C)ccc3O)CC2)cc1 | -6.3 | -10.8 | -9.0 | 1.5 | 3.5 | 8.3 | 4.0 | 3.1 | i | 2.4 | -0.9
O=C(COc1ccccc1Cl)Nc1nnc(S(=O)(=O)N2CCCC2)s1 | 4.6 | -45.6 | -1.6 | -0.3 | 1.4 | 2.8 | 16.3 | 1.0 | -18.1 | 36.2* | 1.4
COc1ccc(C(=O)Nc2nc(CC(=O)NCCc3cccc(OC)c3)cs2)cc1 | -1.6 | 8.6 | -12.8 | -0.5 | 0.9 | -1.7 | 1.8 | 1.6 | 141.3 | 2.4 | 0.8
Fc1cc(Br)ccc1NC(=S)NCCc1ccccc1 | -15.1 | -2.9 | -14.2 | -17.0 | 5.3 | 0.3 | 1.3 | 1.7 | 113.0 | 5.6 | 4.5
CC(=O)Nc1cc(NC(C)=O)cc(C(=O)OCC(=O)Nc2ccc(S(=O)(=O)NC3=NCCCCC3)cc2)c1 | 1.1 | 0.9 | 9.3 | -2.8 | -0.2 | -4.6 | 4.3 | 3.7 | -8.8 | 1.0 | -1.5
O=P(O)(O)c1ccccc1OCCOCCOCCOCCOc1ccccc1P(=O)(O)O | -2.5 | -5.3 | -8.3 | -1.3 | 2.5 | -1.1 | 0.9 | 1.8 | -9.1 | 1.1 | -1.0
COc1ccc(/C=N/NC(=O)c2c(-c3ccccc3)noc2C)cc1[N+](=O)[O-] | -0.1 | 7.9 | -2.9 | -0.5 | 0.4 | -4.7 | -3.1 | 2.7 | 137.2 | 4.2 | -0.2

Compound activity (PubChem)
